Source: PubChem (National Center for Advancing Translational Sciences (NCATS))
GALK inhibitor – blocks human galactokinase activity. 270,000 compounds, 0.007% hits. Potency, µM (series often up to 57.5 µM), inactives show at the highest dose activity change, negative = inhibition, actives largely listed as inhibitors. P51570. AID 1868. Purified GALK, Kinase-Glo residual ATP luminescence; note: potency is the fitted concentration of half-maximal effect; % is set by controls: 0 for no effect and ±100 for the full control effect
Target sequence (P51570 whole entry, looked up): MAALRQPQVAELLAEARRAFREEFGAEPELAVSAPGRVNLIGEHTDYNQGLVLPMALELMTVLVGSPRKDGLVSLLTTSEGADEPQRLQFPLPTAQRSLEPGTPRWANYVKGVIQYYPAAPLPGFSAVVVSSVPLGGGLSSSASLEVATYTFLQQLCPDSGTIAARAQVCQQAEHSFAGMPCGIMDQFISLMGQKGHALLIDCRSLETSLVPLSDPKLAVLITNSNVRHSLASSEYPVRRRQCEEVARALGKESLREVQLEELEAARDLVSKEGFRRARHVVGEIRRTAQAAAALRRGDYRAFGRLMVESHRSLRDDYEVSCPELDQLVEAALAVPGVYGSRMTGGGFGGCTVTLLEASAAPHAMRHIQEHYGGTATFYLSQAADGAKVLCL
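5 nM enzyme, 35 uM ATP, 100 uM galactose, 20 mM HEPES pH8.0, 5 mM MgCl2; 1 h RT; residual ATP by Kinase-Glo Plus luminescence, qHTS format.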
AT treatment – candidate therapy for ataxia-telangiectasia; […] A-T fibroblasts, KAP-1 phosphorylation AlphaLISA; neocarzinostatin DNA damage 30 min before lysis; Potency, µM (doses to about 57.5 µM), for inactives: at the top dose activation, most hits filed as activators; 320,000 compounds, 0.19% hits; note: potency is the fitted concentration of half-maximal effect; % of control where 0% means no effect; nearly all actives have a fitted effect of over 45% in size
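hTERT-immortalized A-T patient fibroblasts ([…]), 500 cells/well in OPTI-MEM, 1% FBS, got compounds for 60 min, then NCS for 30 min at 37C. Lysates were then assayed for phospho-KAP-1 by AlphaLISA (anti-pKAP1 donor, anti-KAP1 acceptor beads), 6 hr at 25C.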
Integrin act MD – activates integrin-mediated alleviation for muscular dystrophy | Potency, µM (top dose mostly 38.3 µM), without a hit: top-dose activation, usual class: activators | 350,000 compounds, 0.064% hits | alpha7betagal myoblasts, beta-gal FDG fluorescence, 48 h | AID 624291;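 note: potency is the fitted concentration of half-maximal effect; 100% = response of the positive control SU9516; nearly all actives have a fitted effect of over 60% in size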
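alpha7betagal+/- myoblasts (passage 13, 250/well) treated 48 h at 37C with compounds at 1:260 dilution of DMSO stock. Lysed, then beta-galactosidase activity read as FDG fluorescence (ex 480/em 540) after 30 min, with pre-read for autofluorescence.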
KCNH2 3.1 block – blocks the human KCNH2 3.1 channel isoform | U2OS KCNH2 3.1, thallium flux FluxOr; hits give low values | AID 720553 | activity change, % (tested at about 1.8 µM) | 340,000 compounds, 0.95% hits;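 active = maximum activity change below -70%; inconclusive = maximum activity change from -70% to -50%; inactive = maximum activity change above -50%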;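 note: thallium influx rate constant from kinetic fluorescence after stimulation buffer; % is set by controls: 0 for no effect and ±100 for the full control effect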
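Measured as rate of thallium-driven FluxOr signal in transduced U2OS cells carrying the 3.1 channel, read kinetically for 2 min upon stimulation; values are rate constants scaled to DMSO control wells.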
MLL CXXC-DNA inh – MLL CXXC-DNA interaction inhibition | Q03164 | MLL-CXXC / FITC-HOXA9 DNA fluorescence polarization | Potency, µM (series often up to 115 µM), for the others: at the top dose activity change, negative = inhibition, most hits filed as inhibitors | 290,000 compounds, 0.037% hits | AID 2662; active = well fitted inhibition curve with a large enough effect in the polarisation, with a control signal flat, not every such curve was filed as active; inconclusive = small, poorly fitted or top-dose-only effect, or effect the other way, or a change in a side signal; inactive = no such curve, though single readings can be large or run the other way; the % refers to the polarisation; note: potency is the fitted concentration of half-maximal effect
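Steps: dispense CXXC domain solution (7 uM) → pin compounds or unlabeled HOX-A9 DNA control → 5 min ambient → add FLSN-HOX-A9 solution (50 nM) → spin → 30 min ambient → fluorescence polarization. Tris pH 7.5/NaCl/DTT/BSA buffer.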
TRPV1 ag – activates the human vanilloid receptor TRPV1. Q8NER1. TRPV1-expressing cells, Fluo-8 calcium influx, agonist mode. activation, % at 8.33 µM. 320,000 compounds, 0.19% hits; in the data active = activation above about 80%; inconclusive = between about 30% and that limit; note: 0% is about no effect
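Fluo-8 calcium influx in TRPV1-expressing cells, kinetic read (ex 480/em 520 nm). Compound added and read 3 min for agonist activity, followed by capsaicin at EC20 final and 2 min further read for enhancement.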
S-ASM inh – inhibitors of human secretory acid sphingomyelinase; P17405; placental ASM, HMU-PC fluorogenic substrate, 60 min; Potency, µM (highest dose often 57.5 µM), for inactives: at the top dose activity change, negative = inhibition, hits mostly inhibitors; 340,000 compounds, 0.006% hits; note: potency is the fitted concentration of half-maximal effect
Target sequence (P17405 47-631 limits assumed): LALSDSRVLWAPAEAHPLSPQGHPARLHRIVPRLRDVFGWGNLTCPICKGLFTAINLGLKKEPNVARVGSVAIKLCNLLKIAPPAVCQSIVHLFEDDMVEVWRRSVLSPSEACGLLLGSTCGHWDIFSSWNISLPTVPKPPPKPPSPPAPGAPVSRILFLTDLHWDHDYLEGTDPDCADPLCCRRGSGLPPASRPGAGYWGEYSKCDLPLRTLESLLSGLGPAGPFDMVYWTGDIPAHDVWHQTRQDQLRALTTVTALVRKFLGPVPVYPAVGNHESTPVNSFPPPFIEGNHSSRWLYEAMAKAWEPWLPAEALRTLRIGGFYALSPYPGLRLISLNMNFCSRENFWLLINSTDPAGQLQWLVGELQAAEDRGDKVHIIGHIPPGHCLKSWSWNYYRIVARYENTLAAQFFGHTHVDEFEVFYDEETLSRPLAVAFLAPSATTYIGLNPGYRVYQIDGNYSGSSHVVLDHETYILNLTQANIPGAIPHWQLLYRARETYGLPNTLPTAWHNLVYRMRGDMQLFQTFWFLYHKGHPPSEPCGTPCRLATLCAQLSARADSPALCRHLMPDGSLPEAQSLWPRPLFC
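Fluorogenic HMU-PC substrate (9 uM final) is turned over by placental ASM in 60 min at 37 C after a 10 min compound preincubation. Reaction ended by alkaline stop (pH 10), with fluorescence read at 386/447 nm.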
hERG WT inh – KCNH2 (human, wildtype) channel inhibition | Q12809 | U2OS, BacMam KCNH2, thallium flux FluxOr; hits give low values | 340,000 compounds, 0.37% hits | AID 720551 | activity change, % at 1.84 µM;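 active = maximum activity change below -70%; inconclusive = maximum activity change between -70% and -50%; inactive = maximum activity change above -50%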; note: % is set by controls: 0 for no effect and ±100 for the full control effect
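U2OS cells were transduced with wild-type KCNH2 virus (2.03 x 10^8 / mL) for 4 h at room temperature, then cultured overnight at 37 C. Thallium flux was read with FluxOr dye. Rate constants were normalized to DMSO controls.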
Coupling enz – inhibits coupling enzyme system, counter-screen for aldolase hits | AID 2472 | 290,000 compounds, 0.67% hits | coupling enzyme system counterscreen, AmpLite Red fluorescence | activity change, negative = inhibition, % at 58.2 µM, hits read low; in the data active = activity change below about -30%; note: % is set by controls: 0 for no effect and ±100 for the full control effect
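Activity here indicates interference with the coupling reaction, not aldolase inhibition. Compounds at 57.5 uM final met coupling enzymes for 10 min at RT; substrate and AmpLite Red detection followed, with a 525/598 nm fluorescence read after 20 min.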
MBNL1 CUG block – blocks human MBNL1 binding to CUG repeat RNA; Q9NR56; AID 2675; TR-FRET MBNL1-His/biotin-(CUG)12 binding, 665/545 ratio; Potency, µM (titrated, usually from 57.5 µM), for the others: at the highest dose activity change, negative = inhibition, actives largely listed as inhibitors; 280,000 compounds, 0.036% hits; active = well fitted inhibition curve with a large enough effect in the signal ratio, with a control signal flat, not every such curve was filed as active; inconclusive = small, poorly fitted or top-dose-only effect, or effect the other way, or a change in a side signal; inactive = no such curve, though single readings can be large or run the other way; the % refers to the signal ratio; note: potency is the fitted concentration of half-maximal effect; % is set by controls: 0 for no effect and ±100 for the full control effect
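MBNL1-His + Biotin-(CUG)12, cpd titration 92 nM–58 uM; Tb anti-His Ab 0.055 ng/ul, SA-XL665 5 nM (final); 60 min RT; ratiometric 665/545 nm, Ex 340 nm; normalized to buffer and full-complex controls.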
* = called active by the depositor; ? = inconclusive; . = not tested or not shown; & = joins results of further samples; [ ] = remark or other dose. Unless noted, calls come from the whole dose curve; as a rule, active = well fitted curve in the direction sought with a large enough effect; inconclusive = small, poorly fitted or top-dose-only effect, or another doubt; inactive = no such curve, though single readings can be large; an effect the other way counts as inactive or inconclusive.

SMILES	GALK inhibitor	AT treatment	Integrin act MD	KCNH2 3.1 block	MLL CXXC-DNA inh	TRPV1 ag	S-ASM inh	hERG WT inh	Coupling enz	MBNL1 CUG block
CCOC(=O)Cc1csc(NC(=O)COc2ccc(N(C)S(=O)(=O)c3ccc(C)cc3)cc2)n1	2%	2%	-18%	-8	-2%	3	2%	24	0	-2%
Cc1ccc(S(=O)(=O)Nc2cccc3c2O[C@H](CN(C)Cc2ccc(-c4ccccc4)cc2)[C@@H](C)CN([C@H](C)CO)C3=O)cc1	.	1%	10%	-21	.	.	-7%	-7	.	.
O=C(CSc1cccc[n+]1[O-])c1ccc(-c2ccccc2)cc1	8%	10%	?	-3	-1%	2	-2%	-17	0	10%
CCOC(=O)C1(CCOC)CCN(Cc2ccc(C3CCCCO3)s2)CC1 (stereo not given)	1%	-4%	35%	-10	-4%	1	-1%	7	-2	-10%
COC(=O)C1(C(F)(F)F)N=C(N(C)C)OC(N(C)C)=N1	-2%	-2%	-5%	3	6%	3	0%	4	0	3%
O=C(Nc1ccccn1)C1CCN(c2ncnc3c2nc2n3CCCCC2)CC1	5%	-2%	31%	4	2%	0	-6%	2	0	0%
CCCCc1cc(=O)oc2cc(C)cc(OCC(=O)NCc3cccnc3)c12	-6%	-3%	-30%	23	0%	0	3%	-47	.	0%
NC(=O)c1ccc(NC(=O)c2cccc(Oc3ccccc3)c2)cc1	-3%	3%	-20%	-8	1%	?	-3%	-1	0	8%
O=C(CSc1ccc(-c2ccc(F)cc2)nn1)Nc1ccc2c(c1)OCCO2	0%	4%	-17%	-6	4%	?	-5%	0	-3	-9%
CCOP(=O)(OCC)/C(C#N)=C/c1ccc([N+](=O)[O-])cc1	-2%	1%	3%	13	9%	-1	3%	1	-1	?
COCCN(C(=S)Nc1c(C)cc(C)cc1C)C(C)c1cccnc1 (stereo not given)	2%	-7%	-14%	13	1%	0	4%	7	-15	.
CCn1nnnc1SCC(=O)N1c2ccccc2CCc2ccccc21	0%	-6%	-2%	6	0%	?	-1%	-22	1	-4%
COc1cccc(C2C(C#N)=C(N)Oc3cc(C)n(Cc4ccco4)c(=O)c32)c1 (stereo not given)	1%	3%	-25%	-5	-2%	0	-1%	.	0	27%
Cc1cc2c3c(ccc(C)c3n1)N=CN2c1ccccc1	3%	-3%	-13%	-11	0%	3	44%[activator]	9	2	?
Cc1cccc(NC(=O)C2C(c3ccccc3)C2(Cl)Cl)c1 (stereo not given)	3%	2%	?	-23	-3%	?	-22%	-6	-5	2%
COc1ccc(NC(=O)CN2CCc3ccccc3C2)cc1	.	.	33%	-15	.	.	7%	12	.	.
COc1cccc(C2=NOC(C(=O)Nc3c(C)n(C)n(-c4ccccc4)c3=O)C2)c1 (stereo not given)	-1%	-27%	0%	-1	-7%	-3	-2%	11	-1	1%
CCC1(C)Cc2ccccc2-c2nc(SC)[nH]c(=O)c21 (stereo not given)	2%	-1%	0%	7	-1%	17	-13%	-9	-5	-6%
COc1ccccc1/C=C(/C(=O)OCC(N)=O)c1ccccc1	1%	3%	5%	-6	?	-1	-1%	-3	-1	.
COc1ccccc1N1CCN(C2CCCN(Cc3c(F)cccc3F)C2)CC1 (stereo not given)	-2%	9%	-7%	1	-2%	1	-3%	-10	-2	4%
Cc1ccccc1OCC(O)Cn1c(=N)n(CCN2CCOCC2)c2ccccc21 (stereo not given)	0%&0%	2%&4%	-29%&-4%	-45&-2	18%&7%	-6&3	0%&1%	1&20	2&-1	-9%&3%
COc1ccc2oc(=O)c(C(=O)N3CCCC3)cc2c1	7%	-2%	-8%	5	1%	0	467%[activator]	1	1	4%
CN(c1ccccc1)S(=O)(=O)c1ccc(C(=O)NCCc2ccccc2)cc1	-3%	4%	-5%	3	12%	?	-3%	1	-4	4%
CN(CC(=O)Nc1cccc(F)c1)CC(=O)NC(c1ccccc1)c1ccccc1	.	2%	14%	-35	.	23	-5%	-21	.	.
CC(OC(=O)CCCN=C1NS(=O)(=O)c2ccccc21)C(=O)Nc1ccc(F)c(F)c1F (stereo not given)	.	4%	-4%	-5	.	-2	2%	-3	.	.
N#CCSc1nc2ccccc2c(=O)n1CCC(=O)NCCc1ccccc1	-3%	-12%	20%	-13	2%	-1	-1%	2	-1	-1%
CCOC(=O)Cc1csc(SCC(=O)Nc2oc(C)c3c(C)n[nH]c(=O)c23)n1	.	1%	15%	9	.	1	-1%	-6	.	.
O=C(Nc1ccccc1)N1CCN2C(=O)c3ccccc3C12c1ccccc1 (stereo not given)	1%	7%	-11%	-13	0%	?	-4%	-10	6	2%
Cc1[nH]nc2c1/C(=N\O)CC(C)(C)C2	-3%	-5%	11%	-3	1%	-3	2%	-3	1	-5%
CCOC(=O)N1CCN(S(=O)(=O)c2ccc(C(=O)Nc3sc4c(c3C(N)=O)CC(C)(C)NC4(C)C)cc2)CC1	-4%	-7%	?	-16	10%	0	-9%	-10	-1	1%
Cc1c(Cl)ccc2c(C(=O)Nc3cc(C(C)(C)C)on3)cc(-c3ccccn3)nc12	0%	7%	-25%	8	17%	14	-7%	-12	-1	?
O=C(Nc1ccccc1Cl)c1ccccc1Cc1ccccc1	-3%	5%	-17%	1	3%	18	-1%	2	0	1%
O=C(Nn1c(O)c(C=C2N=c3ccccc3=N2)sc1=S)c1ccccc1Cl	-3%	-4%	?	-11	12%	2	?	-9	-3	?
CCc1ccc(N=c2c([N+](=O)[O-])nn(-c3ccc4c(c3)OCCO4)n2O)cc1	-3%	-6%	-13%	-5	-8%	-3	-4%	-9	-5	?
CCN(CC)CCSc1nnc2c3cc(F)ccc3n(Cc3ccccc3)c2n1	-1%	-5%	-49%[inhibitor]	-8	3%	1	-14%	-23	0	5%
COc1ccc(C(=O)NCCNC(C)=O)cc1S(=O)(=O)NCc1ccc(Cl)cc1	-2%	10%	1%	11	-3%	3	0%	-2	0	1%
COc1cccc(CSc2nnc(-c3ccncc3)n2N)c1	.	14%	20%	-12	?	2	0%	8	-1	-9%
O=C1N2c3ccccc3CCc3cccc(c32)C1(O)C(F)(F)F (stereo not given)	-2%	5%	10%	-14	-7%	1	-3%	-5	1	-4%
COc1ccc(OC)c(CCNC(=O)CC2Oc3ccc(C)cc3NC2=O)c1 (stereo not given)	2%	8%	-16%	?	1%	-3	2%	0	-1	-10%
COc1cccc(C(C(=O)NC2CCCC2)N(C(=O)c2csnn2)C2CC2)c1 (stereo not given)	-1%	-5%	-8%	-1	-2%	-5	3%	3	-1	-3%
CC(C(=O)Nc1ccccc1)N1C(=O)c2ccccc2C1=O (stereo not given)	0%	1%	5%	11	-2%	-1	-4%	4	3	-2%
CCOC(=O)N1CCN(C(=S)NC2CCCC2)CC1	0%	0%	16%	4	3%	12	3%	3	-3	0%
NC1=NC(=O)/C(=C/c2cccs2)S1	-2%	23%	-8%	6	5%	.	-1%	-19	.	?
CCOc1ccc(-c2nnc(-c3ccccc3)n2-c2ccccc2)cc1	0%	2%	10%	-9	-3%	5	0%	0	-6	-4%
COc1cccc(C(=O)n2c(SC)nc3cc4c(cc32)OCCO4)c1	0%	7%	5%[7.66 µM]	-2	?	2	1%	-10	1	0%
Cc1[nH][nH]c(=O)c1C(c1ccc(O)c(Br)c1)c1c(C)[nH][nH]c1=O	.	-2%	-1%	2	18%	6	2%	2	0	-2%
Cc1ccccc1CNC(=O)Nc1ccc(Cl)cc1	-2%	5%	12%	13	0%	?	-1%	-2	2	2%
COc1ccc(NC(=O)Nc2c(C)n(C)n(-c3ccccc3)c2=O)cc1	1%	-4%	21%	-2	2%	0	6%	-6	0	-2%
CCC1(c2ccccc2)NC(=O)N(CC(=O)N2CCc3ccccc32)C1=O (stereo not given)	.	1%	-10%	-1	.	.	1%	4	.	.
COc1ccccc1NC(=O)COC(=O)COc1cccc2c1OC(C)(C)C2	.	5%	31%	-17	.	3	-1%	2	.	.
CCOc1cccc(C(=O)Nc2ccc3ccccc3c2)c1	4%	-3%	22%	-4	4%	?	-4%	-8	0	-6%
O=C(NCCOc1ccccc1)c1ccccc1Cl	3%	-5%	-2%	2	10%	2	0%	1	-6	-1%
CCCCn1c(N)c(N(CC)C(=O)c2cc(S(=O)(=O)N3CCCCCC3)ccc2OC)c(=O)[nH]c1=O	.	2%	4%	7	.	-1	3%	-16	.	.

Looked up by compound from the list above (2):
SMILES	GALK inhibitor	AT treatment	Integrin act MD	KCNH2 3.1 block	MLL CXXC-DNA inh	TRPV1 ag	S-ASM inh	hERG WT inh	Coupling enz	MBNL1 CUG block
COc1cccc(C(=O)n2c(SC)nc3cc4c(cc32)OCCO4)c1	0%	7%	5%[7.66 µM]	-2	?	2	1%	-10	1	0%
CCC1(c2ccccc2)NC(=O)N(CC(=O)N2CCc3ccccc32)C1=O (stereo not given)	.	1%	-10%	-1	.	.	1%	4	.	.
